# From PubChem BioAssay
# HSF1 activator: increases HSF-1 driven luciferase reporter signal; NIH3T3-HGL HSF-1 luciferase reporter, MG132, 8 h; 100% = twice DMSO control signal; activation, % at 9 µM; actives 1.7% (n = 300,000); AID 504408;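 active = mean replicate activation of at least 50% with a set share of replicates each reaching 50%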;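 note: 0% = median of the neutral control wells and 100% = twice that signal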
# aSyn 5UTR inh: 5' untranslated region of α-synuclein, MLPCN primary screen. alpha-synuclein 5'UTR reporter, inhibitor activity. inhibition, % (tested at 7.5 µM). actives 0.82% (n = 300,000). AID 1813; in the data active = inhibition above about 60%;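 note: H4 neuroglioblastoma cells stably carrying SNCA 5'UTR luciferase fusion; 0% = DMSO wells and 100% = positive control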
# AI-2 QS modul: modulates the Vibrio harveyi AI-2 quorum sensing system; Vibrio harveyi JMH597 AI-2 luminescence/OD600 ratio, 9 h; stronger effect = lower value; strain lacks LuxN and CqsS sensors; 0 = neutral-control median; activity change, % at 7.5 µM; actives 0.4% (n = 300,000); in the data active = activity change below about -75%, passing the limit was not always enough;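 note: luminescence divided by OD600 gain over 9 h not by final OD600 alone; inactives centre near 13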
# HSP90 inh: blocks HSP90-mediated luciferase refolding in reticulocyte lysate | Rabbit reticulocyte lysate, luciferase refolding luminescence, 3 h | inhibition, % at 5.6 µM | actives 0.91% (n = 290,000) | AID 1789;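 active = inhibition above the screen-wide mean plus 3 SD, computed separately per campaign, cut at about 16% in these data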;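 note: 0% = DMSO wells and 100% = 60 µM geldanamycin wells; inhibitors lower the luminescence because luciferase stays unfolded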
# HSF1 inhib: HSF1 inhibition; NIH3T3-HGL HSE-luciferase, MG132-induced, luminescence 8 h; stronger effect = lower value; activity change, negative = inhibition, % at 7.5 µM (by protocol); actives 0.77% (n = 300,000); AID 2098;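 active = more than half of replicate wells show activity change below -50%, luminescence cut by over half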;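 note: luciferase reports HSF-1 transcriptional activity via heat shock element; 0% = median of DMSO wells and -100% = zero luminescence signal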
# IEC-6 cytotox: counter-screen for KLF5 inhibitors: cytotoxicity in IEC-6 cells; actives 0.78% (n = 290,000); inhibition, % at 5 µM; AID 1825; IEC-6 cytotoxicity, luminescence viability; in the data active = inhibition above about 22%;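 note: 0% = plate median of test compound wells and 100% = cytotoxic reference compound wells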
# GSK3beta inhib: human GSK3beta kinase inhibition; P49841; GST-GSK3beta kinase, ADP-Glo luminescence, 60 min; stronger effect = lower value; activity score (negative = inhibition), % at 10 µM; actives 0.038% (n = 300,000); AID 2097;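 active = more than half of replicate wells score below -50%, meaning over 50% inhibition versus plate controls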;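 note: 0% = median DMSO wells and -100% = median GW8510 positive control wells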
# Target sequence (P49841 whole entry, looked up): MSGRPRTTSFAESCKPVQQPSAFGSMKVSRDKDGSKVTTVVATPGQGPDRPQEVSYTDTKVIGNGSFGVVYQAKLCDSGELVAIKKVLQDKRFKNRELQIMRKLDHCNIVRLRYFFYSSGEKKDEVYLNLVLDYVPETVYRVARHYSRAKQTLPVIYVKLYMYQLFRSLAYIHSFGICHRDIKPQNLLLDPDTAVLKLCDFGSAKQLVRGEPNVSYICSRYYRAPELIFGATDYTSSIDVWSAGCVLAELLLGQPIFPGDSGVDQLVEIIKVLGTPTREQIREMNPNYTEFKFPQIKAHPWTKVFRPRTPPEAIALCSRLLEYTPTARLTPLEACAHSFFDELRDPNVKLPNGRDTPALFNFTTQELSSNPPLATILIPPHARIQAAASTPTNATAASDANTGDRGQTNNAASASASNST
#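 Test system – GST-tagged human GSK3beta kinase, cell-free · Incubation – 60 min enzyme reaction, room temperature · Signal – ADP-Glo luminescence · Also added – peptide substrate and ATP at 25 µM · Controls – DMSO neutral wells and GW8510 at 20 µM as positive · Buffer or medium – Tris/MgCl2 kinase buffer · Measure – Luminescence-derived activity versus plate DMSO and GW8510 wells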
# GSK3 alpha inh: blocks human GSK-3 alpha kinase; P49840; ADP-Glo luminescence, 60 min; inhibition, % at 10 µM; actives 0.1% (n = 320,000);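 in the data active = inhibition above about 50%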;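 note: GST-tagged GSK-3 alpha with peptide substrate and 25 µM ATP; 0% = DMSO neutral wells and 100% = GW8510 positive control wells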
# Target sequence (P49840 whole entry, looked up): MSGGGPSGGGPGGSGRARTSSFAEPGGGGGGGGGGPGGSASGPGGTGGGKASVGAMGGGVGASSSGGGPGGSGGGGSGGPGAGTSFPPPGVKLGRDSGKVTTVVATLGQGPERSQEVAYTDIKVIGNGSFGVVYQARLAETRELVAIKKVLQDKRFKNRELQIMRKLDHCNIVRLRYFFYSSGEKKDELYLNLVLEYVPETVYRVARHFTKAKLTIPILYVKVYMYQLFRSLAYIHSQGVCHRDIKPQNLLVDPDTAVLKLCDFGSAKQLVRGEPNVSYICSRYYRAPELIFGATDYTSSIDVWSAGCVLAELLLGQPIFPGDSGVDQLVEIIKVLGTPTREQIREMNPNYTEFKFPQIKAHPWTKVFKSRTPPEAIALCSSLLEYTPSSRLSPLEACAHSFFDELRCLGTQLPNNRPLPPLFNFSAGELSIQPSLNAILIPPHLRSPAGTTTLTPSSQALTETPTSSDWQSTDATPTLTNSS
# KLF5 inhibitor: inhibitors of KLF5 expression; DLD-1 KLF5 promoter-luciferase reporter, luminescence; inhibition, % at 5 µM; actives 0.23% (n = 290,000);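 active = inhibition above a per-plate limit of that plate's mean compound inhibition plus 3 SD, cut at about 60% in these data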;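 note: 0% = DMSO wells and 100% = LY294002 at 200 µM; higher means less KLF5 promoter-driven luciferase light; inactives centre near -14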
# HIF act: HIF pathway transcriptional activation | AID 1910 | U2OS HRE-luciferase reporter, luminescence; normalized: DMSO 0%, desferrioxamine 100% | actives 0.32% (n = 300,000) | activation, % at 7.5 µM (by protocol);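 active = mean activation of at least 10% of the iron chelator positive control signal, with at least half of replicates also reaching 10%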
# * marks the source's active call; other numbers are inactive results; · = no result given; & = joins results of further samples.
structure,HSF1 activator,aSyn 5UTR inh,AI-2 QS modul,HSP90 inh,HSF1 inhib,IEC-6 cytotox,GSK3beta inhib,GSK3 alpha inh,KLF5 inhibitor,HIF act
Nc1nc(F)nc2c1ncn2[C@@H]1O[C@H](CO)[C@@H](O)[C@@H]1O,-1,2,-13,3,1,1,3,-1,-3,-0.1
Cc1nc2ccccn2c1C(=O)NNC(=O)Nc1cccc(C(F)(F)F)c1,19,-12,-57,0,6,-6,0,-1,6,-0.3
CC(NC(=O)COc1ccc(Br)cc1)C(=O)O (stereo unspecified),1,-21,23,3,-3,-3,0,-2,-49,0.1
COc1ccc(NC(=O)C(C)N2C(=O)c3ccccc3C2=O)cc1S(=O)(=O)N1CCOCC1 (stereo unspecified),-3,9,14,-1,-11,7,-5,-4,-32,0.0
Clc1nc(NCCN2CCOCC2)nc(NCc2ccccc2)n1,2,-18,-1,3,-3,9,2,-3,-14,0.6
CN1CCN(CC(=O)Nc2ccccc2[N+](=O)[O-])CC1,-10,6,10,2,-3,-10,-16,-1,11,-0.4
COc1cc(OC)cc(-c2nnc(NC(=O)Cc3ccc(F)cc3)o2)c1,14,0,16,-4,-1,-13,6,-3,5,-0.5
O=C(Nc1ccc2c(c1)OCCO2)C1CCCN(c2ncccn2)C1 (stereo unspecified),48,-29,12,17*,19,-2,3,-2,-124,0.1
Cc1nn(-c2ccc(Cl)nn2)c(=O)c2ccccc12,3,-89,·,-3,-2,2,·,-1,-31,1.9
Nc1cc(Br)c(N)c(Br)c1,-2,33,12,2,-5,-7,-1,1,-15,-0.2
Oc1ccccc1C1=NOC(O)(C(F)F)C1 (stereo unspecified),12,0,28,1,-1,-2,3,-5,-13,0.3
CN1CCN(c2ccccc2NC(=O)c2ccc3c(c2)OCCO3)CC1,-15,-14,15,-4,1,-1,-1,6,-15,0.0
CCCN(CCC)CCNC(=O)C(NS(=O)(=O)c1ccc2c(c1)CCC(=O)N2)c1ccccc1 (stereo unspecified),-4,2,30,0,-8,2,5,0,-12,-0.3
Cc1sc(NC(=O)COc2ccccc2)c(C#N)c1C,10,-91,-1,-6,8,5,1,-1,-33,1.8
CCCOC(=O)c1c(NC(=O)CCC(=O)O)sc2c1CCCCC2,-2,32,31,1,-6,4,4,1,-15,-0.2

# Other results follow.
structure,HSF1 activator,aSyn 5UTR inh,AI-2 QS modul,HSP90 inh,HSF1 inhib,IEC-6 cytotox,GSK3beta inhib,GSK3 alpha inh,KLF5 inhibitor,HIF act
COc1ccccc1N(CC(=O)N1CCN(c2ccc(F)cc2)CC1)S(=O)(=O)c1ccc(C)cc1,2,8,4,2,2,3,-3,2,-16,0.3
CC1CCCN(CCCNC(=O)C2CC(=O)N(c3ccc(F)c(Cl)c3)C2)C1 (stereo unspecified),·,11,2,3,·,3,-10,0,-10,-0.2
Fc1ccc(CSc2nncn2NC/C=C/c2ccccc2)cc1,18,-26,18,-1,10,2,-2,1,3,-0.4
Cc1ccc(S(=O)(=O)N2CCN(C(=O)c3ccc(-n4cncn4)c([N+](=O)[O-])c3)CC2)cc1C,-10,14,23,·,3,·,1,-1,·,-0.2
Cc1ccc2[nH]c3c(c2c1)CN(C(=O)CN1CCSCC1)CC3,-2,-15,12,-2,0,1,-1,·,-11,-0.1
O=C(c1ccc2nc(Cc3cccc(Cl)c3)oc2c1)N1CCC(CO)CC1,-4,25,7,-1,1,-3,5,0,-2,0.0
O=C1CN(C(=O)COc2ccc(Br)cc2Br)c2ccccc2N1,-10,-17,0,3,-3,6,-6,4,-13,0.0
O=C(NCc1cccnc1)Nc1cccc(Cl)c1Cl,2,-16,15,-7,0,6,4,-2,-16,0.5
Nc1cc(C(F)(F)F)ccc1-n1cccc1,-20,-37,6,2,4,0,0,0,-26,0.7
O=C(CS(=O)(=O)Cc1ccccc1)NCc1ccc2c(c1)OCO2,3,18,11,-1,-2,-3,3,-3,6,-0.1
Cc1ccc(CN2CCCC(CO)(Cc3ccccc3C)C2)s1 (stereo unspecified),2,4,12,-3,1,0,1,-28,11,-1.2
Cc1nc(-c2cccc(NC(=O)C(C)Oc3ccccc3)c2)cs1 (stereo unspecified),17,6,-20,-1,7,2,4,4,-57,-0.1
Cc1ccc2nc(-c3ccccn3)[nH]c2c1,16,24,7,46*,1,13,-6,0,-10,-1.4
O=C1NCC(O)=C1C=NC12CC3CC(CC(C3)C1)C2,-9&5,25&0,9&25,-2&5,-8&2,-4&0,0&2,7&4,-29&10,0.1&0.0
COc1ccc(OCCOC(=O)c2[nH]c(C)c(C(C)=O)c2C)cc1,1,-34,14,1,-7,4,-8,7,-18,0.5

# More results.
structure,HSF1 activator,aSyn 5UTR inh,AI-2 QS modul,HSP90 inh,HSF1 inhib,IEC-6 cytotox,GSK3beta inhib,GSK3 alpha inh,KLF5 inhibitor,HIF act
Cn1nc(-c2ccccc2)c(C(=O)Nc2ccc(Cl)cc2)c1Cl,11,-9,16,4,3,-4,-3,-2,6,-0.1
CCOCCCn1c(=S)[nH]c2cc(C(=O)N3CCN(C)CC3)ccc2c1=O,-6,7,24,0,-8,2,1,-1,-42,-0.2
CC(C)OCCCNC(=O)C(C)Oc1ccccc1 (stereo unspecified),-30,7,0,4,-15,1,0,0,-28,-0.7
COc1cc(CNn2nnnc2N)ccc1OCC(=O)NC(C)(C)C,-8,-1,21,2,-2,-1,3,4,-11,-0.1
CCOC(=O)Cc1nc2ccccc2o1,9,-45,-3,-1,-6,0,2,0,-21,-58
Cc1c(NC(=O)CN2C(=O)C(=O)N(Cc3ccccc3)C2=O)c(=O)n(-c2ccccc2)n1C,2,8,30,0,-3,-4,-23,·,-8,-0.7
O=[N+]([O-])c1cccc(S(=O)(=O)NCc2ccccn2)c1,0,9,8,-4,-1,4,0,2,-39,-11
CC(=O)Nc1ccc(/C=C/C(=O)c2ccccc2)cc1,30,-201,-40,1,22,-2,-2,-2,-110,-3.8
Cn1c(=O)n(C)c2cc(C(N)=O)ccc21,-3,19,10,2,-9,10,1,5,-7,-0.6
CN(Cc1ccccc1)C(=O)c1ccccc1NC(=O)c1ccccc1,-15,-7,27,-1,-4,-2,-3,·,-21,-0.1
CCC(C)(C)NC(=O)CN(C(=O)c1csnn1)c1ccccc1-c1ccccc1,-22,11,4,2,-3,8,0,1,21,-0.1
CCOc1cc(NC(=O)c2cccs2)c(OCC)cc1NC(=O)CCC(=O)NCc1ccccn1,-7,6,21,0,5,57*,2,-4,37,-1.6
COc1ccc(C(=O)NC(Oc2ccccc2)C(Cl)(Cl)Cl)cc1 (stereo unspecified),31,-5,1,-1,13,6,2,-1,18,-0.7
Cc1nc2sc(C(=O)Nc3ccccc3)c(N)c2c(C)c1[N+](=O)[O-],32,-79,10,1,15,12,-1,-3,-37,0.4
CCOP(=O)(c1ccc(N(C)C)cc1)C(O)c1c(Cl)cccc1Cl (stereo unspecified),20,-13,2,3,-5,6,6,-1,-21,-0.2

# Other results.
structure,HSF1 activator,aSyn 5UTR inh,AI-2 QS modul,HSP90 inh,HSF1 inhib,IEC-6 cytotox,GSK3beta inhib,GSK3 alpha inh,KLF5 inhibitor,HIF act
Fc1ccc(-n2nnc(-c3cccnc3Cl)n2)cc1,29,-86,21,10,27,-5,2,-2,-119,1.4
COc1ccc(-n2nc(C(N)=O)c(O)cc2=O)cc1,-6,4,6,1,-4,-9,-3,-1,28,-0.6
O=C(Nc1ccccc1C(=O)N/N=C/c1ccco1)c1ccc(F)cc1,14,-70,6,4,-2,-1,0,3,-19,-0.6
CCn1c(SCC(=O)Nc2ccccc2C(=O)OC)nnc1-c1cccc(C)c1,-4,16,13,-3,0,-8,2,-6,-12,·
CC(=O)C1C(=O)CC(c2ccc(Cl)cc2)CC1=O (stereo unspecified),32,16,15,-3,3,1,0,-3,-6,-0.1
COCCNC(=O)C(c1ccc(C)o1)N(Cc1ccco1)C(=O)c1snc(C(N)=O)c1N (stereo unspecified),7,3,·,3,-4,2,·,4,-4,-0.4
CCNc1nc(NCC)nc(OCCOC(=O)c2ccccc2)n1,4,1,10,0,0,-2,-6,-1,-1,0.6
CN(C)c1ccc(C(=S)N2CCCCC2)cc1,-11,-22,13,-2,-6,0,2,-1,-33,0.3
CCO/C=C1\SC(=S)N(c2ccc(Cl)cc2)C1=O,8,0,8,4,5,-9,-17,0,9,0.4
CN1C(=O)SC(Nc2ccccc2)C1=O (stereo unspecified),4,1,20,0,-11,-2,1,0,-35,-0.4
Cc1ccc(-c2nc3ccccc3c(=O)n2O)cc1,-4,5,16,4,12,-4,0,-2,-17,-0.4
CC(C)Nc1nc(Oc2ccc(Cl)cc2Cl)cc(C(F)(F)F)n1,-24,-14,21,-2,-14,-7,6,·,-16,-0.4
COc1cc(OC)c2c(-c3ccccc3)cc(=O)oc2c1C(CCN1CCCCC1)c1ccc(N(C)C)cc1 (stereo unspecified),-10,-5,-1,·,-3,·,-3,1,·,0.3
CN1CCc2c(OCc3ccc(F)cc3)cccc2C1=O,1,0,14,1,-4,-2,3,2,-21,-1.0
N#CCC(=O)N1CCN(C(c2ccccc2)c2ccccc2)CC1,-6,-6,8,·,-2,·,-2,0,·,-0.1

# Continuation:
structure,HSF1 activator,aSyn 5UTR inh,AI-2 QS modul,HSP90 inh,HSF1 inhib,IEC-6 cytotox,GSK3beta inhib,GSK3 alpha inh,KLF5 inhibitor,HIF act
COc1ccc(/C=C/C(=O)OCC(=O)Nc2ccc(S(N)(=O)=O)cc2)cc1OC,10,-10,10,-3,1,-2,0,-2,-4,-0.9
CC(=O)Nc1cccc(NC(=O)c2ccc(COc3ccccc3)cc2)c1,37,-142,-12,3,28,3,2,·,-130,5.4
COc1cc(OC)cc(C(=O)Nc2cc(C)nn2-c2ccccc2)c1,2,19,2,2,-4,-3,-2,-2,1,-0.4
CCOc1ccc(-n2c(SCC(=O)NC)nnc2-c2ccco2)cc1,18,-10,-4,-3,4,-2,2,-2,-23,2.6
O=C(Nc1ccc(Br)c(C(F)(F)F)c1)c1ccccc1,3,-90,-30,1,0,-2,1,-1,-37,2.5
Cc1cc2c3c([nH]c2cc1S(=O)(=O)NCc1ccc(CN2CCCCCC2)o1)CC(C)(C)CC3=O,5,7,21,-4,1,-2,3,3,-19,0.0
Cc1ccc(OCCCSc2ncccn2)cc1C,32,-104,4,-4,18,0,0,-2,-58,3.3
Cc1cc(S(=O)(=O)NC2CCCCC2)c(C)s1,39,9,-10,1,5,-1,0,-1,2,-0.7
CC[n+]1oc(-c2ccccc2)cc1C,-2,-14,7,5,-6,2,4,-2,-9,0.1
CC(=O)Nc1ccc(OS(=O)(=O)c2ccc(C)cc2C)cc1,-2,12,19,-1,-2,5,-1,1,-22,-0.1
COC(=O)c1ccccc1NC(=O)CSc1nc(O)c(-c2ccccc2)c(=O)[nH]1,-1,-28,6,-1,4,-5,1,0,-8,0.4
O=C(COC(=O)CCCSc1nc2ccccc2[nH]1)Nc1ccc(Oc2ccccc2)cc1,35,-7,11,4,-3,4,1,1,6,0.3
